Bioassay records (PubChem)
FEN1 inh: human FEN1 inhibition | 390,000 compounds, 0.35% hits | Potency, µM (highest dose often 114 µM), for the others: at the highest dose activity change, negative = inhibition, usual class: inhibitors | AID 588795 | P39748 | Recombinant FEN1 flap cleavage, fluorescence, 15 min; further: nearly all actives have a fitted effect of over 65% in size
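Steps: FEN1 (10 nM) dispensed; compound added by pin tool; 15 min at room temperature; substrate added to 50 nM final; reads at 0 min and 15 min; data normalized and fitted (four-parameter Hill).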
N370S GC: inhibitors or activators of N370S glucocerebrosidase for Gaucher disease; N370S GC spleen homogenate, 4MU-glucoside fluorescence; Potency, µM (highest dose often 59.4 µM), for the others: top-dose activity change, negative = inhibition, usual class: inhibitors; 330,000 compounds, 0.092% hits;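 further: 0% = full enzyme activity and -100% = no enzyme basal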
GCN5L2 inh: inhibitors of human GCN5L2 histone acetyltransferase | Potency, µM (top dose mostly 58.9 µM), for inactives: at the highest dose activity change, negative = inhibition, actives largely listed as inhibitors | GCN5L2 HAT assay, ThioGlo1 CoA-SH fluorescence | AID 504327 | 390,000 compounds, 0.21% hits
Target sequence (Q92830 whole entry, looked up): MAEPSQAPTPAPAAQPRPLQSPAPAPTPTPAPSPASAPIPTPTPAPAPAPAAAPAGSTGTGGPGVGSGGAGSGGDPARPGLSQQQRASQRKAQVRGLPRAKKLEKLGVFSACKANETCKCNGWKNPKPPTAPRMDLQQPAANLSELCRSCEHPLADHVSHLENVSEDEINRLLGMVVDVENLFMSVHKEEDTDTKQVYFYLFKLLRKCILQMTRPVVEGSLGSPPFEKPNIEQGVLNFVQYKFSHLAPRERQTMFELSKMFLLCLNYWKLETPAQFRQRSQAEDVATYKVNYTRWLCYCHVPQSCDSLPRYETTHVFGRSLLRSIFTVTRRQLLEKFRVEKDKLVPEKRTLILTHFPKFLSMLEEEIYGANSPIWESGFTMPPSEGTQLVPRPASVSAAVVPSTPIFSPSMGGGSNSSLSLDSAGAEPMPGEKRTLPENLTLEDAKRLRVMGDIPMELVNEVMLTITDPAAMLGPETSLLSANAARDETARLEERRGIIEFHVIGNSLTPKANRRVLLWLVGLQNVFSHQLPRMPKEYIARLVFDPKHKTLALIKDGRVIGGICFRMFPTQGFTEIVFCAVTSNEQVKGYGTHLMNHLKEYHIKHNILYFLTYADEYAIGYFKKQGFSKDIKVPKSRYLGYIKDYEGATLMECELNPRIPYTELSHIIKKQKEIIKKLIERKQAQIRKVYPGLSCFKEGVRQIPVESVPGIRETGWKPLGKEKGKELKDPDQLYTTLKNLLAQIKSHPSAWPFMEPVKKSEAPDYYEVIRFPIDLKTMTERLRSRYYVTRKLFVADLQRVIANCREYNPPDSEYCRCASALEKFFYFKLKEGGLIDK
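Titration-based screen in which CoA formation is detected via maleimide probe ThioGlo1 (50uM) turning fluorescent on thiol reaction; substrates H3(1-25) 75uM and acetyl-CoA 70uM, GCN5L2 20nM, 20 min incubation at room temperature.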
An asterisk follows results filed as active; u = inconclusive; x = not tested or not shown; & = joins results of further samples; [ ] = another dose, or the depositor's remark. The call rests on the fitted dose curve; in most records, active means well fitted curve in the direction sought with a large enough effect; inconclusive means small, poorly fitted or top-dose-only effect, or another doubt; inactive means no such curve, though single readings can be large; an effect the other way counts as inactive or inconclusive. Unless noted, on the % scale 0 is the no-effect control and ±100 the full control effect; potency means the concentration at half of the fitted maximal effect.

SMILES | FEN1 inh | N370S GC | GCN5L2 inh
Cn1cnnc1SCC(=O)NNC(=O)c1ccc(Cl)cc1 | -1% | -12% | -1%
CCCSc1nc2sc3c(c2c(=O)[nH]1)CCN(Cc1ccccc1)C3 | 7% | u | x
COc1ccc(/C=N/NC(=O)C(=O)NCC2CCCO2)cc1 (stereo unspecified) | -1% | 1% | 0%
COc1ccc(NC2CCCN(C(=O)c3ccc(C)c(N4CCNC4=O)c3)C2)cc1 (stereo unspecified) | 5% | u | -15%
NC(=O)COC(=O)CCCSc1nc2ccccc2s1 | -3% | -3% | 8%
CN(Cc1ccco1)C(=O)c1c[nH]c2ccc(S(=O)(=O)Nc3ccc4c(c3)OCCO4)cc2c1=O | 0% | 8% | -5%
Cc1cc(NC(=O)c2cccc(S(=O)(=O)N3CCC(C)CC3)c2)no1 | -3% | -5% | 1%
Oc1ccc(NCc2cccs2)cc1 | 8% | -10% | 2%
Cc1ccc(-c2nnn(CC(=O)N(Cc3ccccc3)C(C(=O)NC3CCCC3)c3ccncc3)n2)o1 (stereo unspecified) | 2% | 8% | -2%
O=C(c1ccc(Cl)c(S(=O)(=O)N2CCCCC2)c1)N1CCCC(C(F)(F)F)C1 (stereo unspecified) | -11% | x | 1%
CCCCNC(=O)CSc1nc(O)c(Cc2ccc(OC)cc2)c(=O)[nH]1 | -1% | -2% | -10%
CCOC(=O)Cc1csc(NC(=O)Cn2c(=O)oc3ccccc32)n1 | 1% | 9% | -9%
C=CCc1cccc(Cl)c1OCCCNC1CCCC1 | -2% | -16% | -3%
CC(Sc1nc2sccc2c(=O)n1-c1ccccc1)C(N)=O (stereo unspecified) | 7% | -3% | -3%
CCCC(=O)OCCNC(=O)c1cc2ccccc2oc1=O | -4% | 2% | -4%
CCCCC1C2C(=O)N(c3ccccc3)C(=O)C2ON1c1ccccc1 (stereo unspecified) | 0% | -6% | -1%
COc1ccc(CNC(=O)c2sc3nc4n(c(=O)c3c2C)CCC4)cc1 | -3% | x | 3%
CC(=O)NCCNc1nc(-c2cccc(NS(C)(=O)=O)c2)nc2ccccc12 | x | -2% | -6%
Cc1ccccc1C(=O)NCCCCc1ccccc1 | 8% | 9% | 3%
CCN1C(=O)[C@H]2[C@H]3CN=C(SCc4ccc(C#N)cc4)N3[C@@](Cc3ccccc3)(C(=O)OC)[C@H]2C1=O | 10% | x | -3%
Cc1ccc(S(=O)(=O)NCc2ccccc2)cc1C(=O)NC1CCC(C)CC1 (stereo unspecified) | -3% | -8% | -1%
CCOc1ccc(-c2cc(C(=O)N3CCN(c4ccc(C)cc4)C(C)C3)c3ccccc3n2)cc1 (stereo unspecified) | -2% | x | -22%
CCCCS(=O)c1c(O)c2ccccc2[nH]c1=O (stereo unspecified) | -2% | 13% | -1%
Cn1c(C(=O)N2CCCC(C(=O)NCCc3ccccc3)C2)cc2sccc21 (stereo unspecified) | 7% | -4% | -2%
COc1ccccc1-c1nc(-c2ccc(Br)o2)no1 | -13%&-6% | 4% | -7%&-5%
CCN(CC)Cc1ccccc1CNC(=O)c1cccc(S(=O)(=O)Nc2ccc3c(c2)OCO3)c1 | 11% | x | -11%
O=C(/C=C/c1ccco1)Nc1cccnc1 | 16% | 9% | -11%
COc1ccccc1CNc1cc(-c2ccoc2)ncn1 | x | 16% | -13%
Cc1nnc(SC(C)C)n(N)c1=O | 2% | -1% | -6%
O=C(NCC(c1ccc2c(c1)OCO2)N1CCOCC1)c1ccc(F)cc1 (stereo unspecified) | -10% | x | 13%
O=C(NC(CC(=O)N1CCCC(C(F)(F)F)C1)c1ccccc1)c1ccccc1Cl (stereo unspecified) | -17% | -6% | 0%
CCn1c(SCc2ccccc2Cl)nc2nc3c(cc2c1=O)CCCC3 | 0% | 3% | -13%
CCCN(C(=O)c1ccc2c(SCC(=O)O)c3c(nc2c1)CCC3)c1cccc(C)c1 | -9% | 5% | 0%
O=c1[nH]nc(-c2ccc(OCc3ccc(Cl)cc3Cl)cc2)o1 | -12% | 3% | -1%
Cc1ccc(CSCC(=O)Nc2ccc(F)cc2)cc1 | 6% | -11% | 0%
COC(=O)c1c(C)cc(O)cc1O | 0% | -6% | -8%
O=C(NCC1CCCO1)c1cccnc1NCc1ccc(F)cc1 (stereo unspecified) | -1% | -7% | -7%
COc1ccc(Nc2nc(C)cc(C)c2C#N)cc1 | 18% | 10% | -5%
Cc1ccc(SCc2cc(=O)[nH]c(N3CCN(Cc4ccc5c(c4)OCO5)CC3)n2)cc1 | 23% | 5% | -2%
CCOC(=O)CSc1nc2ccc(NC(=O)COc3ccccc3)cc2s1 | 9% | x | -11%
Cn1cc(Br)c(C(=O)Nc2nccs2)n1 | -8% | 1% | -4%
COc1ccc(N(C)S(=O)(=O)c2ccc3c(c2)CCN3C(=O)C2CC2)c(OC)c1 | 7% | 2% | 1%
CC(=O)c1ccc(-n2nnnc2SCC(=O)NNC(=O)c2ccco2)cc1 | -1% | 12% | -2%
CCn1c(SCC(=O)c2ccccc2)nnc1-c1cc2cc(Br)ccc2o1 | 0% | 3% | -2%
Cc1cc(C)cc(OCC(=O)Nc2c(C(=O)c3ccccc3)oc3ccccc23)c1 | -6% | x | -2%
CC(=O)NC(Cc1c[nH]c2ccccc12)C(=O)OCC(=O)Nc1ccc2c(c1)OCO2 (stereo unspecified) | 26% | -2%[2.35 µM] | -9%
CC(O)[C@H]1CC[C@H]2[C@@H]3CC[C@H]4C[C@@H](O)CC[C@]4(C)[C@H]3/C(=N/O)C[C@]12C (stereo partly specified) | -9% | -22% | 0%
CCOc1ccc(NS(=O)(=O)c2ccc(SC)cc2)cc1 | -4% | -2% | 1%
COc1ccc(N(C(C)C(=O)N2CCC(Cc3ccccc3)CC2)S(C)(=O)=O)cc1 (stereo unspecified) | 7% | 4% | -1%
Cc1cc(C)c(NC(=O)c2sc3nc(C)cc(C)c3c2NC(=O)c2ccccc2)c(C)c1 | -4% | x | -1%
New compounds follow
SMILES | FEN1 inh | N370S GC | GCN5L2 inh
Cc1c(Br)ccc(NC(=O)Cn2nc(-c3cccs3)ccc2=O)c1C | -13% | -3% | -27%
Cc1ccc2nc(NC(=O)CN3CCOCC3)sc2c1 | -12% | 0% | -22%
O=C(NC1CCCCC1)c1ccc(CSc2nc3ccncc3n2Cc2cccc(F)c2)cc1 | 2% | x | -5%
Cc1nn(C(C)C(=O)NNC(=S)Nc2ccc(F)cc2)c(C)c1[N+](=O)[O-] (stereo unspecified) | 1% | -13% | -4%
Cc1c(NC(=O)N2CCCCCC2)c(=O)n(-c2ccccc2)n1C | -2% | -9% | -2%
CCn1c(C)nc2cc(C(=O)N/N=C/c3ccc(N4CCOCC4)cc3)ccc21 | -2% | -1% | -9%
C=CCn1c(SCC(=O)N(C)C2CCS(=O)(=O)C2)nc2ccccc2c1=O (stereo unspecified) | 25% | -5% | -10%
Cc1cc(C)c(NC(=O)c2cc3c(nc4sccn43)s2)c(C)c1 | -15% | 13% | -4%
COCCC(=O)N1CCC(Oc2ccc(C(=O)N3CCC(N(C)C)C3)cc2)CC1 (stereo unspecified) | 21% | 4% | -3%
COc1ccc(CC(=O)Nc2c(C(N)=O)oc3ccccc23)cc1 | -15% | -3% | -4%
COc1ccc([N+](=O)[O-])cc1NC(=O)C(C)N1CCN(C(=O)c2ccco2)CC1 (stereo unspecified) | -1% | 4% | 1%
CCOc1ccc(-n2c(SCC(=O)Nc3cc(C)on3)nc3c([nH]c4ccccc43)c2=O)cc1 | -2%&8% | 20% | -9%&-9%
CCC(=O)Nc1cccc(Oc2nc(C)cc(C)c2C#N)c1 | -3% | 3% | 2%
O=C1/C(=C\c2ccncc2)SC(=S)N1C1CCCCC1 | -2% | 8% | -4%
CC(C)c1ccc(CNc2cc(N3CCCC3)ccc2[N+](=O)[O-])cc1 | -10% | 8%[12.8 µM] | -27%
C=COCCNC(=O)C(=O)NC(C)C | -2% | -10% | 1%
O=C1C(c2ccccc2)=[N+]([O-])c2ccccc21 | u | -9% | -12%
CCCn1c(N)c(C(=S)NC(=O)C2CC2)c(=O)n(C)c1=O | -1% | 2% | -29%
CC(C)C1Cc2c(sc3c2c(=O)n(Cc2ccccc2)c2nncn32)CO1 (stereo unspecified) | -9% | -7% | -4%
O=C(COc1ccc(C(=S)N2CCOCC2)cc1)N1CCCC1 | -4% | -24% | -3%
COc1ccc(N2CC(C)Cn3c2nc2c3c(=O)[nH]c(=O)n2C)cc1 (stereo unspecified) | -1% | 3% | 0%
Cc1ccc(CNC(=O)c2ccc(CSc3nc4ccncc4n3Cc3ccc(C)cc3)cc2)cc1 | 3% | x | -1%
CN(C)c1ccnc2sc3c(NCC(O)CO)ncnc3c12 (stereo unspecified) | 2% | -8% | -5%
CN(Cc1ccc(C(C)(C)C)cc1)C(=O)c1ccc2c(c1)OCO2 | u | 4% | 2%
NS(=O)(=O)c1ccc(Sc2ccc3c(c2)CCC3)nc1 | -18% | -3% | -4%
COc1ccc(N2CCN(CCCNC(=O)Cn3c(-c4cccs4)cc4ccccc43)CC2)cc1 | -17% | x | 1%
O=C(CC(NCc1cccnc1)C(=O)O)Nc1ccc(O)cc1 (stereo unspecified) | 1% | x | 0%
O=C(O)c1cccnc1SC1CC(=O)N(c2cccc(C(F)(F)F)c2)C1=O (stereo unspecified) | 0% | 1% | -17%
Cc1cc(O)ccc1NC(=O)CCN1C(=O)c2ccc([N+](=O)[O-])cc2C1=O | 0% | 8% | 0%
COc1ccc(-c2csc(NC(=O)c3ccc(OCC(=O)N4CCOCC4)c(OC)c3)n2)cc1OC | -6% | 2% | -4%
CC(C)C[C@H](NC(=O)NC1CCCc2ccccc21)C(=O)O (stereo partly specified) | -12% | 3% | -4%
CC(=O)N1CCc2c(sc(NC(=O)C3CCCN3S(=O)(=O)c3cccs3)c2C#N)C1 (stereo unspecified) | 10% | 3% | -16%
O=C(NN1C(=O)/C(=C/c2cccs2)SC1=S)c1ccncc1 | 1% | -16% | 0%
O=C(c1ccccc1)c1cc2c(cc1[N+](=O)[O-])OCCO2 | 12% | -2% | 2%
COc1ccc(-c2nnc(SCC(=O)N3CCCC(C)C3)o2)c(OC)c1 (stereo unspecified) | -2% | 4% | -3%
COc1cccc(COc2ccc3ccc(=O)oc3c2)c1 | -16% | -11% | -5%
C=C1CCC2[C@](C)(CO)[C@H](O)CC[C@@]2(C)[C@@H]1/C=C/C1=CCOC1=O (stereo partly specified) | 2% | -6% | -2%
CC(C)NC(=O)Cn1c(=O)n(CC(=O)N2CCCCC2)c(=O)c2sccc21 | 22% | -3% | -2%
CC(c1ccccc1)N1C(=O)C2C3CCC(C3)C2C1=O (stereo unspecified) | -1% | 10% | 1%
COc1cc2c(cc1OC)C(c1ccc(-c3ccc(Cl)cc3Cl)o1)=NCC2 | 1% | -11% | -7%

Ordered by length of the SMILES (largest number first): part of the list above.
SMILES | FEN1 inh | N370S GC | GCN5L2 inh
COc1ccc(-c2csc(NC(=O)c3ccc(OCC(=O)N4CCOCC4)c(OC)c3)n2)cc1OC | -6% | 2% | -4%
COc1ccc(N2CCN(CCCNC(=O)Cn3c(-c4cccs4)cc4ccccc43)CC2)cc1 | -17% | x | 1%
Cc1cc(O)ccc1NC(=O)CCN1C(=O)c2ccc([N+](=O)[O-])cc2C1=O | 0% | 8% | 0%
CC(C)NC(=O)Cn1c(=O)n(CC(=O)N2CCCCC2)c(=O)c2sccc21 | 22% | -3% | -2%
O=C(O)c1cccnc1SC1CC(=O)N(c2cccc(C(F)(F)F)c2)C1=O (stereo unspecified) | 0% | 1% | -17%
COc1cc2c(cc1OC)C(c1ccc(-c3ccc(Cl)cc3Cl)o1)=NCC2 | 1% | -11% | -7%
COc1ccc(-c2nnc(SCC(=O)N3CCCC(C)C3)o2)c(OC)c1 (stereo unspecified) | -2% | 4% | -3%
O=C(c1ccccc1)c1cc2c(cc1[N+](=O)[O-])OCCO2 | 12% | -2% | 2%
O=C(NN1C(=O)/C(=C/c2cccs2)SC1=S)c1ccncc1 | 1% | -16% | 0%
O=C(CC(NCc1cccnc1)C(=O)O)Nc1ccc(O)cc1 (stereo unspecified) | 1% | x | 0%
CC(c1ccccc1)N1C(=O)C2C3CCC(C3)C2C1=O (stereo unspecified) | -1% | 10% | 1%
COc1cccc(COc2ccc3ccc(=O)oc3c2)c1 | -16% | -11% | -5%

The list goes on.
SMILES | FEN1 inh | N370S GC | GCN5L2 inh
Cc1cccc2sc(N(Cc3cccnc3)C(=O)CCc3ccccc3)nc12 | -9% | x | -2%
CCOC(=O)C1CCN(S(=O)(=O)c2ccc3c(c2)CC(=O)N3C)CC1 | -5% | -6% | -12%
CC(=O)N1c2c(cc(Br)cc2S(=O)(=O)NCc2cccnc2)CC1C (stereo unspecified) | 2% | 4% | -2%
COc1ccc(-c2nc(CNS(=O)(=O)c3ccc(C)cc3)cs2)cc1 | -7% | x | -2%
O=C(Nc1ccc(N2CCN(Cc3ccccc3F)CC2)cc1)c1ccccc1[N+](=O)[O-] | 5% | -13% | 0%
O=C(Nc1sc2c(c1C(=O)NCc1cccnc1)CCCC2)c1cc(=O)c2ccccc2o1 | 7% | x | -2%
Brc1cnc(N2CCOCC2)nc1N1CCCCC1 | 4% | -9% | 1%

An excerpt; rates above refer to the full screens.
